Screening results as filed in PubChem.
CFTR F508del cor = correctors of CFTR F508del function in bronchial epithelial cells | CFBE cells, YFP halide quenching; stimulated with forskolin plus potentiator P3; % fluorescence drop versus neutral controls | activity (quench increase), % at 7.58 µM | actives 0.36% (n = 350,000);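 active = mean added fluorescence quench of at least 8% versus neutral control, with both replicates also reaching 8%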;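 note: cells transiently co-express mutant CFTR-F508del with the halide-sensitive YFP; corrector assay measuring rescue of mutant channel to the surface after 24 h compound exposure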
esBAF inh = inhibitors of esBAF chromatin remodeling in mouse ES cells; Bmi1-luciferase knock-in reporter, 24 h; 100% = twice the neutral-well signal; reporter increase, % at 12.5 µM; actives 2% (n = 350,000); AID 602393; in the data active = activation above about 40%;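 note: 0% = median of the plate's neutral control wells and 100% = double that signal; a rise in the Bmi1 reporter signal indicates esBAF inhibition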
GSIS activator = primary screen for activators of insulin secretion dependent on glucose, INS-1E cells, GLuc reporter luminescence | actives 0.61% (n = 370,000) | INS-1E GLuc reporter insulin secretion, 2-3 h | activation, % at 16.6 µM;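 active = lowest replicate activation of at least 40%, so every replicate reaches that level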;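 note: 0% = median of neutral control wells and 100% = median of IBMX positive control wells; some compounds called inactive have numbers as strong as hits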
RAD54 inh = blocks human RAD54 Holliday junction branch migration. AID 602329. FAM/BHQ fluorescence. Q92698. actives 0.14% (n = 360,000). inhibition, % at 10.4 µM;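 active = mean normalized replicate activity at least 40 and at least half of replicates scoring 40 or more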;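 note: 0% = median of neutral control wells and 100% = median of positive control wells; inhibitors cause a drop in the FAM fluorescence signal; in these data hits start at about 50%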
ERAP1 inh = blocks human ERAP1 aminopeptidase activity; Q9NZ08; recombinant ERAP1, Leu-AMC fluorescence, 60 min; inhibition, % at 10.7 µM; actives 0.15% (n = 340,000);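 active = mean replicate inhibition of at least 30%, or all replicates individually reaching that 30% level; inactive = mean below 30% and not every replicate reaching it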;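 note: 0% = neutral control wells and 100% = L-leucinethiol positive control wells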
Target sequence (Q9NZ08 whole entry, looked up): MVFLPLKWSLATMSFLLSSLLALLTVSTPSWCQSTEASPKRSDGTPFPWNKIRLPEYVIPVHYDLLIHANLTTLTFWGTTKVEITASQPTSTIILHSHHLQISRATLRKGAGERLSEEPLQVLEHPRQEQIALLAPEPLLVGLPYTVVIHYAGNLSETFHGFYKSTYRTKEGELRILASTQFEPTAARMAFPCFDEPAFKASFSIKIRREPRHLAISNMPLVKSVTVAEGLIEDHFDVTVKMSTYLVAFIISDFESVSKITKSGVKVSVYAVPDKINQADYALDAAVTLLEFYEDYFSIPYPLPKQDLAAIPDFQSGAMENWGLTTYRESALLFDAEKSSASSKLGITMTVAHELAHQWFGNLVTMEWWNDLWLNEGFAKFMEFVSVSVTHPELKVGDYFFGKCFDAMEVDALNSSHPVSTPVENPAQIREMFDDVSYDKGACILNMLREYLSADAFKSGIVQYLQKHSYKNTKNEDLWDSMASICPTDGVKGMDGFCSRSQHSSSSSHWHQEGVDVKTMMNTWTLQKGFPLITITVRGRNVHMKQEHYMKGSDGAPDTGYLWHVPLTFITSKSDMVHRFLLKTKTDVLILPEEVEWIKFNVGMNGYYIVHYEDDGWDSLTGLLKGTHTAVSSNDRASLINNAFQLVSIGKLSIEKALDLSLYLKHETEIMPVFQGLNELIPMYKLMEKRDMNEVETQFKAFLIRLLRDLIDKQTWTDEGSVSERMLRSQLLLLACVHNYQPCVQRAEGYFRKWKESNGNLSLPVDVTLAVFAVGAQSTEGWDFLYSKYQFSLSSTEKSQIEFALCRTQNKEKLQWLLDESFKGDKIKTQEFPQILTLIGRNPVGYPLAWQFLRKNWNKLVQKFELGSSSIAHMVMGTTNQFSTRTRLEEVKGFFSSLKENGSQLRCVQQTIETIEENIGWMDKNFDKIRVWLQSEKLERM
XiGFP reactiv = reactivates the inactive X chromosome in mouse fibroblasts; XiGFP mouse fibroblasts, % GFP-positive cells imaging, 3 d; cells co-treated with 5-aza-dC sensitizer; scaled so ellipticine positive control = 100%; activation, % at 7.58 µM; actives 0.055% (n = 360,000);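 active = mean normalized replicate activation at least 10% and every replicate at or above 10%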;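 note: 0% = median of on-plate neutral control wells and 100% = ellipticine 6 µM median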
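Material: SV40-immortalized XiGFP fibroblast cells, line 68-5-11 | Buffer or medium: DMEM containing 5-aza-dC | Dosing: One concentration, pinned | Times: 3 d treatment, 15 min room-temperature fixation | Controls: Ellipticine 6 µM positive control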
RAD52 anneal inh = blocks human RAD52 DNA annealing. P43351. recombinant RAD52 DNA annealing, FRET fluorescence. inhibition, % at 18.7 µM. actives 0.46% (n = 360,000). AID 651710;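 active = every replicate showing at least 50% inhibition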
ARNT TACC3 PPI = disrupts binding between human ARNT and TACC3 | actives 0.66% (n = 390,000) | Q9Y6A5 | AlphaScreen His-ARNT PAS-B/GST-TACC3 binding, luminescence; TACC3 fragment carries E629A point mutation | inhibition, % at 9.99 µM;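 active = mean inhibition of replicates at least 50% and at least half of replicates each reaching 50%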;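 note: 0% = complete ARNT plus TACC3 wells and 100% = ARNT alone without TACC3; many hits fall short of the cut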
* = called active by the depositor; i = inactive; . = not tested or not shown; & = joins results of further samples.

SMILES,CFTR F508del cor,esBAF inh,GSIS activator,RAD54 inh,ERAP1 inh,XiGFP reactiv,RAD52 anneal inh,ARNT TACC3 PPI
Cc1ccccc1-c1ccc([C@@H]2[C@H](CO)N3CCCCN(C(=O)Nc4ccccc4)C[C@@H]23)cc1,-5.4,.,-24,5,0,0.1,5,9
CCc1c(C)nc2ncnn2c1N1CCC(C(=O)NCc2ccc3c(c2)OCO3)CC1,.,1,33,3,-9,.,-16,4
Cc1scc(C(=O)N2CCN(c3ccc(Cl)cc3)CC2)c1C,-3.9,-5,-17,6,1,0.0,-9,-1
C[C@H]1CN([C@@H](C)CO)C(=O)CCCn2cc(nn2)CO[C@@H]1CN(C)S(=O)(=O)c1cccs1,1.7&0.7,-1&-3,4&-9,-9&4,-3&-4,-0.1&1.7,-5&-1,-7
O=C(/C=C/[C@H]1O[C@@H](n2ccc(=O)[nH]c2=O)[C@H](O)[C@@H]1O)NCC1CCCO1 (some centres undefined),-1.5,1,.,-6,0,-0.2,-5,.
CCN(CC)C(=O)COC(=O)c1cc(-c2ccc(OC)cc2)nc2ccccc12,.,11,3,6,.,.,.,9
Cc1ccc(C)c(S(=O)(=O)N2CCN(C(=O)CNC(=O)c3ccc4ccccc4c3)CC2)c1,-0.1,.,-10,.,-2,0.0,-22,.
COc1cc2[nH]c(=O)n(CCCCCC(=O)NC3CCCC3)c(=O)c2cc1OC,0.4,-1,0,11,2,0.1,-6,0
Cc1cc(F)ccc1NC(=S)NCCc1ccccc1,-1.9,4,-15,-2,2,0.0,-2,6
Cc1ccc(NC(=O)CCC(=O)Nc2ccc(C)cc2)cc1,0.2,-5,4,-4,-1,0.0,-8,-14
C[C@@H]1CN([C@@H](C)CO)C(=O)Cc2cc(NC(=O)C3CCCCC3)ccc2O[C@H]1CN(C)S(=O)(=O)c1ccc(Cl)cc1,2.0,1,-7,13,-2,-0.1,-7,-6
ON=Cc1ccnc2ccccc12,0.0,-1,20,-9,0,0.1,-4,.
O=S1(=O)C[C@@H](N2CCN(c3ccccc3)CC2)[C@H](COCc2ccccc2)N1,-1.7,1,-2,9,8,0.2,5,.
CCn1c(SCC(=O)NC2=NCCS2)nnc1C(C)NC(=O)c1ccc(Cl)cc1 (centres undefined),-2.0,6,3,4,-3,0.6,-10,-1
COCC(=O)Nc1ccc2c(c1)[C@@H]1C[C@H](CC(=O)NCc3ccc(OC)cc3)O[C@@H](CO)[C@@H]1O2,1.8,0,-8,4,2,0.0,-15,0
CCc1nc2c(OCC3COc4ccccc4O3)cccn2c1N(C)C(=O)c1cccs1 (centres undefined),-1.0,1,-11,2,-2,0.4,-3,.
CN1C(=O)c2cc(NC(=O)c3ccc(F)c(F)c3)ccc2OC[C@H]2O[C@H](CC(=O)N[C@H]3CCN(Cc4ccccc4)C3)CC[C@@H]21,.,0,7,-6,-3,0.1,-4,0
O=C(NCC1(c2ccccc2)CCCC1)c1ccccc1Br,.,.,-14,.,-2,-0.1,-11,.
CO[C@H]1CN(C)C(=O)c2cc(NC(C)=O)ccc2OC[C@@H](C)N(C(=O)c2ccncc2)C[C@H]1C,0.2,4,2,-10,-2,0.0,-6,-10
C=CCNC(=O)C(=O)NCC1CCCN1S(=O)(=O)c1cccs1 (centres undefined),-3.6,-2,15,-1,2,0.7,-23,2
Cc1ccc2c(c1)N(C(=O)CCC(=O)N1CCCCC1)CCO2,0.9,0,0,-9,-1,0.0,6,.
Cc1noc(C)c1NC(=O)Nc1ccc2c(c1)CC(=O)N([C@H](C)CO)C[C@H](C)[C@H](CN(C)C)O2,-0.3,-1,9,9,0,-1.5,-5,-14
CO[C@H]1CN(C)C(=O)c2ccc(NC(=O)C3CCCCC3)cc2OC[C@@H](C)N(C(=O)c2ccccc2)C[C@@H]1C,0.4,1,0,-3,3,0.6,17,-4
O=C(CN1CCCCCC1)Nc1ccc([N+](=O)[O-])cc1Br,1.4,5,7,0,-2,0.3,-13,4
OCCN1CCOCCN(CCO)CCOCC1,.,-5,3,-4,.,.,.,7
Cc1ccn2c(=O)nc(SCC(=O)NCCc3ccccc3)nc2c1,-2.3,.,18,-4,2,0.4,-23,2
COc1cc(NC(=O)c2cc(-c3ccc(F)cc3OC(C)C)n[nH]2)cc(OC)c1OC,3.9,3,-3,4,2,0.1,-3,.
CC(=O)CSc1nnc(-c2ccc(S(=O)(=O)N3CCC(C)CC3)cc2)o1,.,7,21,8,.,.,.,-7
CCCC(=O)Oc1ccc(C2NC(=O)c3ccccc3O2)cc1 (centres undefined),-0.2,6,2,-1,-2,-0.1,-15,-6
C=CCNC(=S)Nc1ccccc1,0.2,-6,-2,-1,7,.,0,-107
O=C(Nc1cccc(Cl)c1)ON1CCCCC1,-1.7,14,.,17,-12,0.1,-22,.
CCn1c(SCC(=O)N2CCC(C)CC2)nc2c([nH]c3ccccc32)c1=O,0.3,-4,7,4,0,0.2,4,.
COc1ccc(NC(=S)N2CCN(C(=O)C3CCCO3)CC2)cc1 (centres undefined),2.3,1,19,-3,-2,0.0,1,-5
NNc1nc(-c2ccccc2)cc(-c2ccccc2O)n1,0.6,-2,-2,8,0,.,-25,7
CCN(CC)c1ccc(C=Nc2ccc(C#N)cc2)c(O)c1,.,8,-3,0,.,.,.,15
CO[C@H]1CN(C)C(=O)c2cc(NS(C)(=O)=O)ccc2OC[C@H](C)N(Cc2cccnc2)C[C@H]1C,2.6,1,5,.,.,0.1,.,.
Cc1ccccc1C(=O)NNC(=O)C(=O)N1CCCCC1,0.8,.,5,.,2,0.9,-10,-4
Cc1sc2ncn(CC(=O)NC3CCCCC3)c(=O)c2c1C,-1.6,0,.,-3,5,-0.1,-26,-5
CCOC(=O)Cc1csc(NC(=S)NC(=O)c2ccc(C)cc2)n1,1.6,.,5,.,1,0.1,-11,-2
C[C@@H]1CN([C@H](C)CO)C(=O)c2cc(NC(=O)NC3CCCCC3)ccc2O[C@@H](C)CCCCO[C@@H]1CN(C)Cc1ccc(Cl)c(Cl)c1,2.2,6,2,-2,0,0.0,-6,3
NC(=O)C1CCN(C(=O)c2cc(-c3ccc(Cl)s3)nc3ccccc23)CC1,-2.7,8,-10,5,-4,0.0,-28,-3
COc1ccc(Cc2nnc(Nc3ccc4c(c3)OCCO4)[nH]c2=O)cc1,1.0,.,6,.,-2,0.0,-5,-3
CCOC(=O)CN1c2ccccc2NC(=O)CC1C (centres undefined),3.1,1,-8,-4,.,0.4,-45,.
CCOC(=O)c1ccc(Nc2cnc3ccccc3n2)cc1,1.8,.,6,.,3,-0.1,-12,-6
O=C(NC1CC1)c1cc(-c2ccccn2)nc2ccccc12,.,-5,13,1,.,.,.,2
CN(C)C(=O)[C@@H]1[C@@H](CO)[C@@H]2Cn3c(ccc(-c4ccccc4F)c3=O)[C@H]1N2C(=O)c1cccnc1,-0.6,-1,3,-1,-1,0.0,-14,-7
CO[C@H]1CN(C)C(=O)c2cc(NC(=O)c3ccno3)ccc2OC[C@@H](C)NC[C@@H]1C,-1.3,-2,1,-3,-3,-0.2,i,1
CCCN1CCN(CCCNC(=O)C2CCCN(c3nc4ccc(OCC)cc4s3)C2)CC1 (centres undefined),.,1,5,6,.,.,.,-8
CN(C(=O)CSc1nc2ccccc2o1)C1CCS(=O)(=O)C1 (centres undefined),0.6,14,-6,7,0,0.0,-1,7
Cc1ccc(-n2ncc3c(SCC(N)=O)ncnc32)cc1C,2.1,27,2,2,0,0.0,-11,0
CCOC(=O)c1cc(-c2ccccc2)sc1NC(=O)C(C)OC(=O)c1cccnc1OCC (centres undefined),0.1,.,12,.,-2,0.2,-5,1
C[C@H]1CN([C@@H](C)CO)C(=O)c2cc(-c3cncnc3)cnc2O[C@@H]1CN(C)CC1CCOCC1,-2.2,-6,41,5,3,-0.7,-5,-1
O=C(Nc1cccc(C(=O)N2CCCCC2)c1)c1ccc(Cl)cc1,1.3,26,-19,-1,1,0.0,-14,-6
CCNc1nc(SCC(=O)Nc2ccc(Cl)c(Cl)c2)nc(N(C)C)n1,0.7,-8,-11,0,1,0.0,-8,8
C[C@@H]1CN([C@H](C)CO)S(=O)(=O)c2ccc(C#Cc3ccc(F)cc3)cc2O[C@@H]1CN(C)C(=O)NC1CCCCC1,5.5,4,-8,-6,1,-0.3,-12,12
COCC(=O)N1CCCCN2[C@H](CO)[C@H](c3ccc(-c4cccc(C)c4)cc3)[C@H]2C1,0.4,.,6,-12,.,0.2,.,0
O=C(NC[C@@H]1[C@@H](c2ccccc2)[C@@H](CO)N1C(=O)C1CC1)NC1CCCC1,1.3,-6,-3,1,.,0.0,13,2
CN(C)CC(=O)Nc1ccc2c(c1)[C@H]1C[C@H](CC(=O)NCCc3ccccc3)O[C@H](CO)[C@H]1O2,3.0,-8,4,3,-1,0.0,-12,-8
CCOc1ccc(OCc2cccc(C(=O)N/N=C/c3cccnc3)c2)cc1,.,.,-1,7,.,0.0,.,-22
O=C1CC(N2CCN(S(=O)(=O)c3cccc(C(F)(F)F)c3)CC2)C(=O)N1Cc1ccccc1 (centres undefined),.,-21,.,-5,1,.,-2,.
COCCNC(=O)c1c[nH]c2ccc(S(=O)(=O)N3CCc4ccccc43)cc2c1=O,-3.3,.,-2,.,0,0.0,-16,9
CCOC(=O)CN1C(=O)S/C(=C\c2ccc(-c3cccc(C(=O)O)c3C)o2)C1=O,-1.9,.,7,0,-7,4.9,-35,.
CCOCCCn1cnc2c(c1=O)c1nc3ccccc3nc1n2-c1ccc(C)cc1,.,-6,-12,5,.,.,.,4

Not a retest: 2 of the compounds above.
SMILES,CFTR F508del cor,esBAF inh,GSIS activator,RAD54 inh,ERAP1 inh,XiGFP reactiv,RAD52 anneal inh,ARNT TACC3 PPI
O=C(Nc1cccc(Cl)c1)ON1CCCCC1,-1.7,14,.,17,-12,0.1,-22,.
CCn1c(SCC(=O)N2CCC(C)CC2)nc2c([nH]c3ccccc32)c1=O,0.3,-4,7,4,0,0.2,4,.
